GRP78 ERSR act = inducers of ER stress response in human glioma cells | 420,000 compounds, 0.02% hits | Potency, µM, without a hit: top-dose activation, actives largely listed as activators | U87-MG GRP78 promoter luciferase reporter, 16 h; note: potency is the fitted concentration of half-maximal effect; series mostly up to about 76 µM; % of control where 0% means no effect; nearly all actives have a fitted effect of over 35% in size
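Stably transfected U87-MG human glioma cells carrying a GRP78-based luminescent sensor were seeded at 1000 cells/well, pin-dosed with compounds and incubated 16 h. Luciferase reagent was then added, and end-point luminescence was read after 10 min at room temperature.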
ERG Ets-DNA blk = ERG Ets/DNA interaction inhibition | 370,000 compounds, 0.028% hits | fluorescence polarization, His-ERG Ets domain / labelled DNA | Potency, µM (doses to about 76.9 µM), for inactives: top-dose FP activity, negative = inhibition, usual class: inhibitors | P11308; active = well fitted inhibition curve with a large enough effect in the polarisation, with a control signal flat; inconclusive = small, poorly fitted or top-dose-only effect, or effect the other way, or a change in a side signal; inactive = no such curve, though single readings can be large or run the other way; the % refers to the polarisation;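 note: polarization taken with two DNA probes labelled with fluorescein and Texas red; potency is the fitted concentration of half-maximal effect; % of control where 0% means no effect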
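His-tagged ERG Ets domain (1 uM in the protein solution; 300mM KCl, 50mM Tris-HCl, 1mM EDTA, 1mM DTT, pH 7.5) received compound, then a probe mix of 5 nM fluorescein-DNA and 100nM Texas-615-DNA. Fluorescence polarization was read for both dyes.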
Vif-A3G inh = Vif-A3G binding inhibition. Q9HC16. HeLa A3G-eYFP + Vif (tagged APOBEC3G with the HIV-1 protein that degrades it), YFP fluorescence, overnight. Potency, µM (titrated, usually from 46.1 µM), for inactives: at the top dose activity, negative = active, most hits filed as inhibitors. 410,000 compounds, 0.076% hits. AID 602310;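 note: potency is the fitted concentration of half-maximal effect; % is set by controls: 0 for no effect and ±100 for the full control effect; nearly all actives have a fitted effect of over 60% in size; hits raise eYFP signal because A3G escapes Vif-driven loss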
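HeLa cells stably expressing Vif and C-terminally eYFP-tagged A3G, seeded overnight at 37 deg C, then exposed to compound by pintool overnight at 37 deg C. Rise in yellow fluorescence (Ex 488/Em 500-530, Acumen) marks blocked Vif-driven A3G degradation.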
D2 agonist = activates the human D2 dopamine receptor | HEK293 T-REx D2 cells, calcium flux agonist mode | 340,000 compounds, 0.53% hits | P14416 | activation, % at 2 µM;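 active = activation over 3 SD above normal in the single-dose calcium agonist read, cut at about 30% in these data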; note: 0% is about no effect
Target sequence (P14416 whole entry, looked up): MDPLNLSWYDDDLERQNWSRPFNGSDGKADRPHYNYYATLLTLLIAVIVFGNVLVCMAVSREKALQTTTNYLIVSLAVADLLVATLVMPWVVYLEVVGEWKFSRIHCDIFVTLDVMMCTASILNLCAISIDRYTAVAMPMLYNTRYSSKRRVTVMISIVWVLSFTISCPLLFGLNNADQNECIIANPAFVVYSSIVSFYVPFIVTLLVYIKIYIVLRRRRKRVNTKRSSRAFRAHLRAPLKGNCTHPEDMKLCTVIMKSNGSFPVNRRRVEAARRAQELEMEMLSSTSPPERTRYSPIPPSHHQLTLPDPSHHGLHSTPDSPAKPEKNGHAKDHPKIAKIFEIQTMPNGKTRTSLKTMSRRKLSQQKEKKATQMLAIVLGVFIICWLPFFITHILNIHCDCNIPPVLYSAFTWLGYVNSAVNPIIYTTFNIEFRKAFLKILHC
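Agonism scored from kinetic calcium signal (1 read/sec, 180 s) following compound pin transfer, after a 10 s baseline. Cells: HEK293 Trex line expressing inducible D2 receptor coupled to calcium, dye-loaded after overnight culture at 30 C.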
Vif-APOBEC3F blk = blocks the Vif interaction with APOBEC3F; HeLa A3F-eYFP + Vif (tagged APOBEC3F with the HIV-1 protein that degrades it), YFP fluorescence increase; Potency, µM (titrated, usually from 46.1 µM), without a hit: top-dose activity, negative = active; 390,000 compounds, 0.2% hits; AID 602313; note: potency is the fitted concentration of half-maximal effect; % of control where 0% means no effect; nearly all actives have a fitted effect of over 65% in size
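Fluorescence increase (Ex 488/Em 500-530) after overnight compound treatment at 37 deg C flags inhibition of Vif-driven A3F-eYFP loss in stable HeLa A3F-eYFP/Vif cells seeded overnight beforehand.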
LDHA block = blocks human lactate dehydrogenase A. purified LDHA, NADH/diaphorase-resazurin fluorescence; hits give low values. 480,000 compounds, 0.15% hits. AID 1347041. activity change, % (values are at about 110 or 230 µM); in the data active = activity change below about -30%; inconclusive = mostly about -25% to -30%;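 note: plate controls were DMSO wells for no effect and wells without enzyme for full effect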
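LDH5 2 nM; NADH 0.06 mM, pyruvate 0.2 mM; 200 mM Tris pH 7.4, EDTA, Tween-20; 5 min RT. Detection: diaphorase 0.133 mg/mL + resazurin 37 µM, fluorescence ex540/em590 at 0 and 20 min; normalized to enzyme-free and DMSO wells.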
12-LOX inh = ALOX12 (human) lipoxygenase inhibition; AID 1671190; 580,000 compounds, 1.1% hits; purified 12hLO, xylenol orange hydroperoxide absorbance; P18054; Potency, µM (series often up to 108 µM), without a hit: top-dose activity change, negative = inhibition, actives largely listed as inhibitors; note: potency is the fitted concentration of half-maximal effect; % is set by controls: 0 for no effect and ±100 for the full control effect
Target sequence (P18054 whole entry, looked up): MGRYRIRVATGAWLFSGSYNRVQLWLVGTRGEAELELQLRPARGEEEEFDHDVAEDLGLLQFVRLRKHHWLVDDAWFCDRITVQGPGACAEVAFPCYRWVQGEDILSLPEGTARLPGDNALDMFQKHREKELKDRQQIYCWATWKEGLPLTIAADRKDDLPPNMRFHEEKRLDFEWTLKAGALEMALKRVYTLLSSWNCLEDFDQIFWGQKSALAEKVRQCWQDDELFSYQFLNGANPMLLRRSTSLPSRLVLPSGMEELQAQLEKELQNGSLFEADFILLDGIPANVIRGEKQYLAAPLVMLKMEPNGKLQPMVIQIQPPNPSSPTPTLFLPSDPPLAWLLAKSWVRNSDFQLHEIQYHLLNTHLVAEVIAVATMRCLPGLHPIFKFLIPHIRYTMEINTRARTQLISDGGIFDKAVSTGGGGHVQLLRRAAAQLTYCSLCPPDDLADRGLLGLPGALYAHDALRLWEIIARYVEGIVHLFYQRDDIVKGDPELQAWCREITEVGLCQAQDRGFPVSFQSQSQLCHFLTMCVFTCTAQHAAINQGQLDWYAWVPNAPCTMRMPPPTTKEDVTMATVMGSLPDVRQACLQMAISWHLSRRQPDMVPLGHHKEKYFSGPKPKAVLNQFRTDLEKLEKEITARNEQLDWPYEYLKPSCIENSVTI
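Purified human 12hLO (150 nM final) in 25 mM Hepes, 0.01% Triton X-100, pH 7.0 was preincubated 15 min at room temperature with compound. Then 40 uM arachidonic acid was added, 30 min. Hydroperoxide was read by Fe-XO absorbance ratio 573/405 nm.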
RGS4 inhibitor = human RGS4 inhibition. P49798. Transcreener GDP fluorescence polarization, RGS4-accelerated GTP hydrolysis. Potency, µM (doses to about 114 µM), inactives show top-dose activity change, negative = inhibition, most hits filed as inhibitors. 390,000 compounds, 0.039% hits. AID 504845; note: potency is the fitted concentration of half-maximal effect; % is set by controls: 0 for no effect and ±100 for the full control effect; nearly all actives have a fitted effect of over 75% in size; some results filed as inactive show a strong effect at the top dose
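MLSMR compounds (23 nl, pin-transferred) preincubated 10 min at room temperature with a 500nM (2x) first reagent, then RGS4 at 900nM (2x) plus Transcreener GDP mix added; fluorescence polarization (620/688 nm) read before and after 90 min at 30 °C.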
D2 antagonist = antagonists of human D2 dopamine receptor. 340,000 compounds, 2% hits. inhibition, % at 10 µM. P14416. HEK293 TREx D2 cells, calcium flux, dopamine EC80; in the data active = inhibition above about 30%; note: 0% is about no effect
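Read-out: kinetic calcium fluorescence (1 cycle/s) in inducible HEK293 T-REx D2 cells after an EC80 dopamine addition that followed 180 s compound preincubation. Loss of the dopamine response indicates antagonism.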
Starred values were filed as active, the others as inactive; ? = inconclusive; nt = no result given; [ ] = dose if it differs, or a comment. Unless noted, calls come from the whole dose curve; as a rule, active = well fitted curve in the direction sought with a large enough effect; inconclusive = small, poorly fitted or top-dose-only effect, or another doubt; inactive = no such curve, though single readings can be large; an effect the other way counts as inactive or inconclusive. The list is partial; rates above refer to the full screens.

compound | GRP78 ERSR act | ERG Ets-DNA blk | D2 antagonist | Vif-A3G inh | LDHA block | D2 agonist | 12-LOX inh | RGS4 inhibitor | Vif-APOBEC3F blk
COC(=O)C(N)Cc1ccc(OC)c([N+](=O)[O-])c1 (stereo not drawn) | 0.4% | -3.8% | 19.0 | -3.0% | -0.5 | 1.7 | ? | -16.3% | -5.2%
CC1(C)Cc2c(C#N)c(SCC(=O)O)nc(N3CCOCC3)c2CO1 | -0.3% | -7.5% | nt | 0.4% | -3.1 | nt | 224.6%[activator] | -7.9% | -2.1%
CC(C)C(=O)N1CCC(n2nccc2NC(=O)CCOc2ccccc2)CC1 | 7.6% | -1.8% | -6.2 | 7.0% | -3.8 | -0.5 | 78.3%[activator] | -2.4% | -6.9%
C=CCOC(=O)C1=C(C)NC(SCC(=O)Nc2ccccc2)=C(C#N)C1c1ccco1 (stereo not drawn) | 12.6% | -5.7% | nt | -0.4% | -12.3 | nt | 18.0% | 15.3% | -2.9%
CC(C)(C)c1nc2c(C#N)c(-c3ccc(Cl)cc3)ccn2n1 | -7.2% | 1.5% | -25.6 | 0.0% | 9.1 | 0.5 | 46.8%[activator] | -0.8% | -4.6%
Cc1c(NC(=O)NC(=O)c2ccc(F)cc2)c(=O)n(-c2ccccc2)n1C | -0.4% | -5.7% | -11.4 | 0.1% | -6.5 | 1.8 | 287.3%[activator] | 2.1% | -14.8%
COc1ccc(-c2cc(C(F)(F)F)c(C#N)c(SCC(=O)Nc3ccc(F)cc3)n2)cc1 | -2.8% | 0.7% | nt | -8.2% | -15.7 | 2.8 | -9.6% | -15.7% | ?
O=c1[nH]c2c(Br)cnc([N+](=O)[O-])c2[nH]1 | -2.9% | 5.3% | 4.9 | -5.2% | -1.7 | 0.3 | 3.8% | -2.3% | -8.8%
CCC(=C/c1sc2ccc3ccccc3c2[n+]1C)/C=C1\Sc2ccc3ccccc3c2N1C | -8.8% | 66.0%[activator] | 1.1 | -0.1% | -7.8 | 0.3 | 39.8µM* | -128.1%[56.9 µM] | ?
Cc1cccc(C(=O)NC2CC3CCCC(C2)N3Cc2ccccc2)c1 (stereo not drawn) | -3.7% | 0.7% | 81.5* | 3.0% | -7.2 | 0.0 | 2.5% | 19.1% | 12.8%
COc1ccc(CC(=O)Nc2ccc(-c3csc(C)n3)cc2)cc1 | -1.4% | 4.7% | 7.1 | 0.7% | -1.2 | 0.5 | 0.7% | -0.9% | 0.7%
COc1cc(C(=O)NCC2CCCO2)ccc1OCc1ccc(Cl)cc1 (stereo not drawn) | 1.6% | -1.1% | 4.2 | 1.9% | -6.5 | -0.3 | 2.8% | -4.6% | -1.2%
COc1ccc(NC(=O)CSCc2cc(=O)n3cc(C)sc3n2)cc1 | -1.1% | -1.7% | -3.4 | 1.3% | -1.4 | 0.4 | -5.6% | -14.3%[56.9 µM] | -6.2%
CC(OC(=O)c1ccc(NC(=O)CC#N)cc1)C(=O)Nc1ccc2c(c1)OCCO2 (stereo not drawn) | -3.5% | 21.0% | 10.3 | -7.2% | -0.7 | 1.2 | -1.8% | -26.1% | -20.5%
COc1ccc(C(=O)N/C(=C/c2ccc(Cl)cc2)C(=O)Nc2ccc(C(=O)O)cc2)cc1 | -4.3% | -3.2% | 6.2 | -0.5% | -7.2 | -1.6 | -3.0% | -27.0% | -13.6%
O=C(c1ccc(F)cc1)N1CCCCC(S(=O)(=O)c2ccccc2)C1=O (stereo not drawn) | 0.0% | -17.6% | 1.1 | 0.6% | -5.4 | 0.9 | -7.0% | 8.9% | -0.1%
N/C(=N\OC(=O)c1ccc([N+](=O)[O-])cc1)c1cccnc1 | 2.7% | 7.8% | -2.6 | 1.4% | -6.8 | -0.3 | -4.3% | -4.6% | 1.9%
CC(C)[C@H](NS(=O)(=O)c1ccccc1F)C(=O)NC1CCCCC1 | -3.1% | ? | nt | 1.8% | -6.2 | nt | 2.2% | 0.2% | -0.8%
COc1ccccc1N1CCN(CC(=O)NCC2CCCO2)CC1 (stereo not drawn) | 1.4% | 0.9% | 0.7 | -0.5% | -43.3* | 1.5 | -37.1% | 13.8% | -7.2%
O=C(COC(=O)c1cccnc1)c1ccc(Cl)c(Cl)c1 | 1.6% | -11.6% | -11.4 | 0.3% | -4.1 | 0.9 | -3.3% | 3.7% | -22.8%
COCC1CCN(Cc2c(C(=O)N3CCc4ccccc4C3)nc3ccc(Cl)cn23)C1 (stereo not drawn) | 2.5% | -5.2% | -1.6 | -3.8% | -2.5 | 0.1 | -3.5% | -8.6% | -22.4%
COc1ccccc1NC(=O)CN1CCCN(S(=O)(=O)c2ccc(Br)cc2)CC1 | -2.7% | 10.5% | nt | 4.3% | -1.4 | -0.1 | -28.7% | 9.5% | -3.2%
O=C(O)CCN1C(=O)/C(=C/c2ccc(-c3nc4ccccc4s3)o2)SC1=S | 3.0% | 7.3% | nt | 1.0% | -1.0 | nt | 39.8µM* | ? | -11.1%
Cc1nnc(SCC(=O)N(CCC#N)c2ccc3c(c2)OCCO3)s1 | -5.8% | -10.7% | -3.3 | -5.8% | -3.8 | -0.1 | -2.7% | -14.6% | 3.7%
CCNC(=O)c1c(NC(=O)Cc2coc3ccc(CC)cc23)sc2c1CCCC2 | -0.1% | 0.0% | nt | 0.5% | -5.4 | -1.0 | 1.3% | -6.0% | 4.0%
Cc1cc(OC(=O)c2ccccc2Cl)ccc1N1C(=O)CCC1=O | 0.0% | 6.0% | -29.6 | 5.3% | -3.5 | 0.2 | 0.9% | 10.4% | 11.1%
CCN1CCN(c2ccc(S(=O)(=O)N3CCOCC3)cc2NC(=O)CCOc2ccccc2)CC1 | 5.2% | 6.9% | 31.8* | 2.6% | -3.3 | 0.5 | -7.3% | 11.2% | -0.9%
COc1cccc(OC)c1C(=O)Nc1ccc(S(=O)(=O)N2CCCCC2)cc1 | -3.3% | 17.4% | -5.5 | -0.1% | -5.0 | -0.7 | ? | 16.9% | -16.7%
CC(=O)c1cccc(OCC(O)CN2CCN(S(=O)(=O)c3c(F)cccc3F)CC2)c1 (stereo not drawn) | -4.2% | 6.2% | -6.7 | 3.1% | -12.6 | 0.7 | 9.4% | ? | -6.2%
Cc1ccsc1/C=N/n1c(-c2ccccn2)n[nH]c1=S | -2.6% | 1.3% | 8.9 | 4.1% | 1.7 | 0.5 | ? | -17.4% | 8.0%
CC(=O)Nc1cccc(NC(=O)CSc2ccc(C(F)(F)F)cc2[N+](=O)[O-])c1 | 3.1% | -0.1% | nt | -7.5% | 2.6 | nt | 15.1% | -7.5% | 5.7%
COc1cccc(C(=O)NNc2c3ccccc3nc3ccccc23)c1 | -3.8% | 10.5% | 9.5 | 0.6% | 0.2 | -0.4 | ? | -1.3% | -26.4%
NNC(=O)CSc1c(-c2cccs2)[nH]c2ccccc12 | -0.6% | -14.0% | -7.7 | -0.6% | -3.4 | 3.0 | 18.7% | -38.1% | 3.5%
COc1cc(C2c3c(-c4ccccc4O)n[nH]c3C(=O)N2CCO)ccc1OCC(C)C (stereo not drawn) | -1.2% | -0.7% | nt | -3.9% | -1.0 | nt | -1.3% | -19.8% | -2.8%
Cc1c(C(=O)c2ccccc2)c(=O)n(C)c(=O)n1C | 6.2% | -10.0% | 14.7 | 0.7% | -3.4 | -0.4 | -3.7% | -10.3% | -2.5%
CCCN1C(=O)c2cc(C(=O)NC3CCCC3)ccc2C1O (stereo not drawn) | 0.1% | -6.3% | 5.3 | -8.2% | -3.9 | 0.2 | -1.4% | -12.1% | -24.7%
CCOC(=O)c1c(NC(=O)c2cc(C(C)C)on2)sc(C)c1C | -0.2% | 8.5% | nt | 2.6% | 0.9 | nt | -22.8% | -37.4% | -3.8%
COc1cccc(NC(=O)COc2nc3ccccc3nc2C)c1 | -1.4% | -15.6% | -5.5 | -1.0% | -3.7 | 0.0 | -21.2% | -0.8% | 3.8%
O=C(OCc1cn([C@H]2C[C@H](c3ccccc3)N(C(=O)c3cccs3)C[C@@H]2O)nn1)c1ccccc1 | -5.3% | nt | nt | 1.5% | -5.0 | nt | 0.3% | nt | 7.1%
CCSC1(SCC)N=C(N)C2(C#N)C(c3ccccc3)NC3=C(CCC3)C12C#N (stereo not drawn) | -8.8% | 2.4% | 11.5 | -0.3% | -3.0 | -0.1 | 0.4% | -16.1% | 6.8%
CN(CCOc1ccccc1Cl)Cc1ccccc1 | 0.8% | 4.7% | 84.7* | -0.1% | -5.8 | 24.6 | ? | 9.8% | -8.6%
CCCCN(C(=O)Cc1ccc2c(c1)OCCO2)c1c(N)n(CCC)c(=O)[nH]c1=O | -4.3% | 7.1% | 4.4 | -0.1% | -3.4 | 0.3 | 23.3% | -13.7% | 1.6%
O=S(=O)(c1ccc(Br)cc1)c1nc(-c2cccs2)oc1SCc1ccccc1F | -3.1% | 10.0% | nt | -6.0% | 0.0 | nt | -11.2% | -46.2% | 3.6%
